Assay outcomes as filed in PubChem BioAssay.
TexasRed fluor = alters Texas Red total fluorescence, flagging assay interference | TRb/SRC2 Texas Red total fluorescence interference | Potency, µM (doses to about 106 µM), for inactives: top-dose fluorescence change, negative = quenching | 0.29% of 280,000 active | AID 1479; active means well fitted curve in either direction with a large enough effect; inconclusive means small, poorly fitted or top-dose-only effect
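Human TRβ ligand-binding domain (0.6 uM) and Texas Red SRC2 peptide (20 nM) in Tris buffer with 1 uM T3 and 5% DMSO were incubated with pinned compound for 5 hr at ambient temperature. Total fluorescence was computed as S + 2P (555/632 nm).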
TRb-SRC2 inh = TRbeta-SRC2 interaction inhibition. P10828. TRbeta-SRC2 peptide binding, fluorescence polarization; receptor liganded with 1 µM T3. Potency, µM (doses to about 106 µM), for the others: at the highest dose activity change, negative = inhibition, hits mostly inhibitors. 0.065% of 280,000 active. AID 1469;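 further: plate controls were bound peptide for no effect and peptide without receptor for full effect; nearly all actives have a fitted effect of over 50% in size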
Target sequence (P10828 whole entry, looked up): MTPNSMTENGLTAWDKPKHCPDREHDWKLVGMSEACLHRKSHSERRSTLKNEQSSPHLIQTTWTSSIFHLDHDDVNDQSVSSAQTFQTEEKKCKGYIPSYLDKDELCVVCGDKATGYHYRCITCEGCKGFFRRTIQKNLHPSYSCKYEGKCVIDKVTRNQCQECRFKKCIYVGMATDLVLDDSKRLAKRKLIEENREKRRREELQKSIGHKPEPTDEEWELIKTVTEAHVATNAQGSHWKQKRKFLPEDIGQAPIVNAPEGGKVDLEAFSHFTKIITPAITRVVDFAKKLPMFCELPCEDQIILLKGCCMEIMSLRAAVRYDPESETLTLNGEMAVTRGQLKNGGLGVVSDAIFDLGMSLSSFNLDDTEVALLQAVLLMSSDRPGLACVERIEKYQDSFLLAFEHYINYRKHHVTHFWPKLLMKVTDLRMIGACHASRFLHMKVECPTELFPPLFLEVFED
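Quantitative HTS by FP: 0.6 uM TRb LBD, 20 nM labeled SRC2 20-mer, 1 uM T3, 5% DMSO; 5 hr ambient incubation; % activity per concentration and potencies from concentration series.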
L3MBTL1 inh = inhibitors of human L3MBTL1 | Potency, µM (titrated, usually from 57.1 µM), inactives show at the top dose activity, negative = inhibition, hits mostly inhibitors | AlphaScreen L3MBTL1–H3K9me1 peptide binding | 0.66% of 230,000 active | Q9Y468; further: nearly all actives have a fitted effect of over 60% in size
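First, the protein-peptide complex forms for 30 min at room temperature (L3MBTL1 50 nM, biotinylated H3K9me1 peptide 75 nM). Next, compounds are pin-transferred and incubated 30 min. Finally, AlphaScreen beads are added and read after 30 min.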
RECQ1 helicase = blocks DNA unwinding by human RECQ1; 0.54% of 240,000 active; Potency, µM (series often up to 57.3 µM), for inactives: at the top dose activity, negative = inhibition, most hits filed as inhibitors; P46063; RECQ1 DNA unwinding, red fluorescence kinetic read;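 further: plate controls were vehicle for no effect and no enzyme for full effect; nearly all actives have a fitted effect of over 30% in size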
Target sequence (P46063 whole entry, looked up): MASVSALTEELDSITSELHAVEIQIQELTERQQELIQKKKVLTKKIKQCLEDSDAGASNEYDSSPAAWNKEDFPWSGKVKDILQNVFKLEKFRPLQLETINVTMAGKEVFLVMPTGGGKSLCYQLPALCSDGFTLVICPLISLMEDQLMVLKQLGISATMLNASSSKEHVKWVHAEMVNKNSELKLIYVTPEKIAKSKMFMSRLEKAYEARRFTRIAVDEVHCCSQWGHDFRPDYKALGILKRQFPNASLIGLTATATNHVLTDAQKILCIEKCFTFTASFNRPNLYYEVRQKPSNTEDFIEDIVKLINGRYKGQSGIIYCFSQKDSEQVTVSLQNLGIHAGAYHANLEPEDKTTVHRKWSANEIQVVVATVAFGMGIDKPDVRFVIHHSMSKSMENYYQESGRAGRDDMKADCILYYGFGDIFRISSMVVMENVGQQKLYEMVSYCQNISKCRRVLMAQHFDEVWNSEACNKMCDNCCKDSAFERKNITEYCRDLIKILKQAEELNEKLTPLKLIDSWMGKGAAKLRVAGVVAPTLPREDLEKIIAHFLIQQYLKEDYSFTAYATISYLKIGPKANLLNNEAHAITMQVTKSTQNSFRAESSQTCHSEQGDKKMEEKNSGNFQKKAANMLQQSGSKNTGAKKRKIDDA
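50 nM RECQ1T1 preincubated 15 min with compound in Tris pH 8.0 buffer with MgCl2, DTT, Tween-20 and 2.5 ug/ml poly(dI-dC); started with 200 nM TAMRA/BHQ-2 forked duplex and 2 mM ATP. Unwinding read as fluorescence (525/598 nm), two reads 2 h apart.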
Tau fibril FP = blocks human tau fibril formation measured by polarization; P10636; K18 P301L tau heparin fibrillization, Alexa594 FP, 6 h; Potency, µM (top dose mostly 57.7 µM), for the others: top-dose activity, negative = inhibition, usual class: inhibitors; 0.39% of 280,000 active; AID 1468; further: nearly all actives have a fitted effect of over 55% in size
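FP of Alexa 594-tau after heparin (20 uM) induction. Substrate: human K18 P301L, 15 uM unlabeled, 0.24 uM labeled. Buffer 100 mM sodium acetate pH 7. 6 hr, 37 C.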
KDM4E inh = inhibitors of human JMJD2E histone demethylase. JMJD2E catalytic domain, FDH-coupled NADH fluorescence (FDH is formaldehyde dehydrogenase). Potency, µM (highest dose often 57.1 µM), without a hit: top-dose activity change, negative = inhibition, hits mostly inhibitors. 1.6% of 230,000 active; active means well fitted inhibition curve with a large enough effect, not every such curve was filed as active; inconclusive means small, poorly fitted or top-dose-only effect, or another doubt; inactive means no such curve, though single readings can be large or run the other way;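 further: 0% = wells with enzyme and -100% = buffer wells without enzyme; nearly all actives have a fitted effect of over 50% in size; many of its hits are not listed in these tables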
RGS12 GoLoco inh = RGS12 GoLoco-Gai1 interaction inhibition | 0.44% of 230,000 active | Potency, µM (series often up to 61.6 µM), for inactives: at the highest dose activity, negative = inhibition, hits mostly inhibitors | Gai1:RGS12 GoLoco peptide FP, rhodamine, 10 min; active means well fitted inhibition curve with a large enough effect, not every such curve was filed as active; inactive means no such curve, though single readings can be large or run the other way; further: nearly all actives have a fitted effect of over 30% in size; many of its hits are not listed in these tables
Tau fibril ThT = blocks human tau fibril formation measured by thioflavin T. P10636. recombinant tau K18 P301L (four-repeat tau fragment), heparin-induced fibrillization, ThT fluorescence. Potency, µM (series often up to 57.4 µM), inactives show top-dose activity, negative = inhibition, most hits filed as inhibitors. 2.1% of 270,000 active; further: nearly all actives have a fitted effect of over 55% in size
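Recombinant human tau K18 fragment […] carrying P301L, 15 uM unlabeled plus 0.24 uM Alexa 594-labeled, was fibrillized with 20 uM heparin in 100 mM sodium acetate pH 7 for 6 hr at 37 C; 30 uM ThT fluorescence read after 1 hr.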
Active calls of the source: *; i = inactive; ? = inconclusive; . = not tested or not shown; [ ] = remark or other dose. Unless noted, the call rests on the fitted dose curve; in most records, active means well fitted curve in the direction sought with a large enough effect; inconclusive means small, poorly fitted or top-dose-only effect, or another doubt; inactive means no such curve, though single readings can be large; an effect the other way counts as inactive or inconclusive. Unless noted, on the % scale 0 is the no-effect control and ±100 the full control effect; potency means the concentration at half of the fitted maximal effect.

Every second line gives: Tau fibril ThT | RECQ1 helicase | TexasRed fluor | TRb-SRC2 inh | KDM4E inh | L3MBTL1 inh | RGS12 GoLoco inh | Tau fibril FP
Cc1cccc(CNc2ncncc2-c2cccc(C#N)c2)c1
  -1.8% | -18.1% | -5.4% | -9.2% | ? | . | 1.9% | -4.0%
COc1ccc(CC(=O)OCc2nnc(C3COc4ccccc4O3)o2)cc1OC (centres undefined)
  ? | -5.7% | -1.2% | -3.2% | -5.8% | -11.4% | 11.3% | 1.7%
Cc1ccc2c(CC(=O)NCC(C)(C)N3CCOCC3)coc2c1
  -15.3% | -12.8% | -3.2% | 3.9% | -3.2% | . | 3.7% | -2.1%
CCCn1c(Nc2ccccc2C)nc2ccccc21
  -3.4% | -9.0% | 1.9% | -20.1% | -4.5% | -4.2% | -0.2% | 4.9%
Cc1ccc(S(=O)(=O)N2CCCN(c3nccc(C(F)(F)F)n3)CC2)cc1
  . | -1.0% | -1.1% | -5.0% | ? | . | -7.2% | 5.2%
Cc1ccccc1N1C(=O)CN(Cc2sccc2C)C1=S
  -4.3% | -1.7% | 0.7% | -0.1% | -2.7% | 15.2% | 7.2% | -1.6%
CC1=C(C(=O)OC(C)C)C(c2cccnc2)C2=C(CCCC2=O)N1 (centres undefined)
  6.0% | -4.3% | 0.4% | 11.9% | ? | 8.4% | 1.7% | 1.8%
Cc1cc(Cl)ccc1OCC(=O)NCCOC(=O)Nc1sc(=S)n(C)c1C
  -13.5% | -1.7% | -17.8% | 11.8% | 5.1% | -1.0% | 9.6% | 13.4%
Cc1cc(S(=O)(=O)Nc2c(C)ccc3nsnc23)ccc1F
  -4.7% | -6.7% | -1.9% | -2.2% | -2.1% | . | 3.8% | -2.4%
CC(C)Cn1cc(NC(=O)NCc2cccc(Cl)c2)c2ccccc2c1=O
  -6.0% | . | -0.9% | -14.4% | . | . | . | 8.9%
Cc1oc(C)c2c(=O)cc(-c3ccc4c(c3)OCO4)cc(OC(=O)c3ccccc3Br)c12
  ? | . | -9.5% | 9.7% | . | . | . | -5.9%
C/C(=N\NC(=O)c1ccc2c(c1)OCO2)c1ccco1
  -13.1% | -16.1% | 0.2% | 5.5% | 7.0% | -15.0% | 7.7% | 6.6%
CC(C)(C)c1ccc(OC(=O)c2ccc3snnc3c2)cc1
  -9.1% | -1.9% | -2.9% | 7.3% | 0.9% | 8.3% | 3.5% | 1.7%
Cc1cccc(/C=C(\C#N)c2nc3ccccc3c(=O)[nH]2)c1
  -9.1% | . | -0.3% | -5.4% | . | . | . | -10.5%
Cc1ccc(Cn2c(N/N=C/c3ccncc3)nc3c2c(=O)n(C)c(=O)n3C)cc1
  ? | -4.0% | -3.4% | -1.6% | -2.0% | -16.9% | 18.4% | 3.5%
Cc1onc(-c2ccccc2)c1C(=O)NNC(=S)NC(=O)c1ccc(Cl)cc1Cl
  -9.6% | -3.0% | -2.0% | -2.1% | ? | 3.7% | 9.5% | 4.2%
O=C(O)COn1c(-c2ccccc2)nc2ccc([N+](=O)[O-])cc21
  -11.2% | i | -6.0% | 8.8% | -6.2% | ? | 6.0% | -3.9%
CC(=O)c1ccc(NC(=O)C2CCC(CNS(=O)(=O)c3ccc(Br)s3)CC2)cc1 (centres undefined)
  ? | . | -2.6% | 0.2% | . | . | . | -17.0%
CCc1ccc(NC(=O)CSc2nc3cc(C(=O)OC)ccc3c(=O)n2Cc2ccco2)cc1
  3.5% | 3.5% | -0.9% | -6.8% | 10.7% | 5.8% | 1.1% | -6.9%
CCn1c(SCC(=O)NCc2ccco2)nnc1-c1ccc(N)cc1
  -12.1% | -24.7% | -1.2% | -9.1% | -5.6% | 0.1% | -10.5% | -7.0%

Ordered by formula weight (low to high): 4 of the compounds above.
Every second line gives: Tau fibril ThT | RECQ1 helicase | TexasRed fluor | TRb-SRC2 inh | KDM4E inh | L3MBTL1 inh | RGS12 GoLoco inh | Tau fibril FP
CCCn1c(Nc2ccccc2C)nc2ccccc21
  -3.4% | -9.0% | 1.9% | -20.1% | -4.5% | -4.2% | -0.2% | 4.9%
Cc1cccc(CNc2ncncc2-c2cccc(C#N)c2)c1
  -1.8% | -18.1% | -5.4% | -9.2% | ? | . | 1.9% | -4.0%
O=C(O)COn1c(-c2ccccc2)nc2ccc([N+](=O)[O-])cc21
  -11.2% | i | -6.0% | 8.8% | -6.2% | ? | 6.0% | -3.9%
Cc1cc(S(=O)(=O)Nc2c(C)ccc3nsnc23)ccc1F
  -4.7% | -6.7% | -1.9% | -2.2% | -2.1% | . | 3.8% | -2.4%

More structures:
Every second line gives: Tau fibril ThT | RECQ1 helicase | TexasRed fluor | TRb-SRC2 inh | KDM4E inh | L3MBTL1 inh | RGS12 GoLoco inh | Tau fibril FP
CCN1C(=O)/C(=C/C=C2/Sc3ccccc3N2CCO)SC1=S
  ? | -16.5% | 21.7% | -16.5% | -4.5% | -6.7% | 241.1%[activator] | -22.7%
COc1ccc2[nH]cc(C(=O)CN3CCN(C/C=C/c4ccccc4)CC3)c2c1
  -11.1% | 6.1% | 1.2% | 12.0% | ? | -0.8% | 61.6%[activator] | 2.9%
COc1ccc(CN(Cc2ccco2)c2cnc(S(C)(=O)=O)nc2C(=O)Nc2ccc(C)cc2C)cc1
  6.2% | . | ? | -3.3% | . | . | . | 0.9%
COc1nc(OC)nc(N2CCC(C(=O)NCc3ccc(F)cc3)CC2)n1
  -10.7% | 10.9% | -3.1% | 5.1% | -1.4% | 2.8% | 5.1% | -3.1%
CC(=O)Nc1ccc(NC(=O)/C=C/c2cccc(C(F)(F)F)c2)cc1
  5.9% | -11.1% | 3.16µM*[quencher] | ? | 4.7% | 50.6%[activator] | -12.5% | 4.9%
CSc1ncc(C(=O)Nc2ccccc2C(=O)c2ccccc2)c(C)n1
  -5.5% | . | -9.7% | 1.6% | . | . | . | -0.5%
O=S(=O)(NC1=NCCC1)c1cccc(NC(=S)NCCc2ccccc2)c1
  -0.3% | -5.5% | 1.3% | 0.2% | -1.0% | -3.2% | 5.5% | -6.3%
CC(C)(C)NCC(O)COc1nsnc1N1CCOCC1 (centres undefined)
  -0.8% | 1.7% | -3.7% | -2.7% | -0.2% | . | 7.4% | -3.2%
COc1ccccc1NC(=O)c1oc2ccccc2c1NC(=O)Cc1ccccc1
  11.8% | . | -1.0% | -10.3% | . | . | . | -12.6%
COCCn1c(C)cc(C(=O)CSc2nnc(C)s2)c1C
  0.3% | 4.8% | -0.2% | -6.9% | -2.8% | . | -4.2% | -15.0%
COc1ccc(Sc2nnc(Cc3ccccc3)c3ccccc23)cc1
  ? | -2.1% | 1.5% | -2.6% | -0.8% | 1.7% | -0.5% | -11.7%
O=C(NCCCN1CCCCC1)c1ccc2c(c1)NC(=O)C(N1CCCCC1)S2 (centres undefined)
  -8.9% | -3.5% | -1.5% | -11.4% | 1.7% | -0.9% | 2.2% | -8.2%
O=C(CCS(=O)(=O)c1cc(Br)cc2c1N(C(=O)C1CC1)CC2)NCc1ccc(Cl)cc1
  -8.9% | . | -0.2% | 4.5% | . | . | . | 3.6%
O=C(COC(=O)Cc1ccc(Cl)cc1)Nc1c(F)cccc1F
  -7.5% | i | -1.8% | 3.1% | 5.6% | 3.0% | -6.0% | 6.9%
Cc1cc(C=O)c(C)n1-c1cc(C(=O)O)cc(C(=O)O)c1
  -3.1% | i | -3.4% | 15.1% | ? | 5.01µM* | 7.1% | 1.0%
Cc1c(Cl)cccc1N=C(N)N=C(N)N
  2.3% | i | 0.1% | -3.4% | -0.8% | 0.7% | 6.8% | 1.8%
C/C(O)=C(/C=Nc1ccccc1)C(=O)Nc1ccccc1
  -7.3% | i | 0.1% | 5.4% | 1.2% | 4.5% | 3.6% | -12.3%
N#Cc1ccc(C(=O)NCC(c2ccco2)N2CCCCC2)cc1 (centres undefined)
  -13.0% | -4.7% | 0.6% | -2.0% | -3.2% | . | 0.1% | 2.7%
CCCCn1c(=N)c(S(=O)(=O)c2ccc(C)cc2)cc2c(=O)n3cc(C)ccc3nc21
  2.8% | . | -0.2% | 1.2% | . | . | . | -3.5%
Cc1ccc(C)c(N2CCN(CCCNC(=O)c3nnc(Cc4ccc(F)cc4Cl)o3)CC2)c1
  ? | . | -1.3% | -1.3% | . | . | . | 11.2%
CCOc1cc(C(=O)Nc2ccc3c(c2)n(C)c(=O)c(=O)n3C)cc(OCC)c1OCC
  -17.1% | . | -1.5% | -8.5% | . | . | . | -1.4%
C=CCc1cc(Cl)ccc1OC(=O)Nc1cccc(Cl)c1
  -8.7% | i | -6.0% | -6.7% | 0.8% | 6.6% | -6.3% | ?
COc1ccc(S(=O)(=O)c2c(O)c3ccc(C(=O)NCc4ccccc4)cc3[nH]c2=O)cc1
  9.6% | . | -2.0% | 2.6% | . | . | . | -7.7%
O=c1[nH]cnc2c1C1(CCCC1)Cc1ccccc1-2
  3.6% | -32.5% | -0.6% | -8.8% | 3.5% | -6.1% | -1.2% | 7.0%
Cc1cc(C)c2nc3s/c(=C/c4ccccc4)c(=O)n3c2c1
  28.2µM* | -8.7% | -1.6% | -9.4% | 0.1% | . | 10.6% | ?
CCOc1ccccc1N1CCN(CC(=O)NC(=O)NCc2ccco2)CC1
  -1.2% | i | 0.6% | -11.2% | 0.2% | -9.9% | 7.7% | 3.6%
CCN1CCN(C(c2cc(OC)c(OC)c(OC)c2)c2nnnn2C(C)C)CC1 (centres undefined)
  -7.3% | -8.7% | -0.4% | -6.9% | -11.6% | . | -4.5% | -0.2%
COC1(OC)N=C(N)C2(C#N)C(c3ccc(C)cc3)C12C#N (centres undefined)
  -13.0% | -4.9% | 0.5% | 2.6% | -14.4% | 9.6% | -8.9% | -6.5%
COc1cccc(NC(=O)CSc2ccccn2)c1
  -5.6% | -5.8% | -1.9% | -0.4% | 1.9% | 3.7% | 6.7% | -3.6%
CN(C)C(=O)Cn1c(SCC(=O)NC2CCCCC2)nc2ccccc21
  -2.3% | -2.2% | 0.8% | -3.9% | 11.9% | 15.4% | -0.9% | ?
O=C(NN1C(=O)c2ccccc2NC1c1cccnc1)c1ccccc1 (centres undefined)
  -5.6% | -3.1% | -2.1% | -5.3% | ? | . | 13.6% | 6.1%

A portion of the library, so the mix of outcomes need not match the whole.
